UBC13 inh: inhibitors of human UBC13 polyubiquitin chain formation | P61088 | TR-FRET | actives 0.47% (n = 330,000) | inhibition, % at 20 µM | AID 485273; in the data active means inhibition above about 45%, passing the limit was not always enough
Target sequence (P61088 whole entry, looked up): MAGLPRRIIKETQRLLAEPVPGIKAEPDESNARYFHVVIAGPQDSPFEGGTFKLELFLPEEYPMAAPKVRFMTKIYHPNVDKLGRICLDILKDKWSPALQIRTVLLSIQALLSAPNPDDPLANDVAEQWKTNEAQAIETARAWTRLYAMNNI
CXCR6 block: blocks human CXCR6 beta-arrestin recruitment | O00574 | CHO-K1 PathHunter CXCR6 beta-arrestin, luminescence | inhibition, % at 20 µM | actives 0.36% (n = 360,000) | AID 602244; in the data active means inhibition above about 34%, passing the limit was not always enough;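 further: antagonist mode with CXCL16 agonist at 10 nM final; 0% = 10 nM CXCL16 with DMSO and 100% = unstimulated wells without agonist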
EBI2 block: blocks human EBI2 receptor beta-arrestin signaling; inhibition, % at 5 µM; P32249; EBI2 beta-arrestin recruitment, luminescence, 7a,25-OHC stimulated; actives 0.81% (n = 360,000); in the data active means inhibition above about 38%;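 further: enzyme fragment complementation signal reports receptor beta-arrestin coupling in cells; 0% = agonist plus DMSO wells and 100% = wells without agonist; some results beyond the cut were filed as inactive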
Jurkat NFkB inh: lowers PMA/ionomycin-induced NF-kB signal in Jurkat cells | inhibition, % at 4 µM | actives 0.53% (n = 330,000) | PMA/ionomycin-induced NF-kB luciferase reporter, luminescence; in the data active means inhibition above about 50%
APJ antagonist: APJ receptor antagonism | AID 2521 | inhibition, % at 20 µM | actives 0.32% (n = 330,000) | CHO-K1 APJ beta-arrestin complementation, luminescence;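 active means inhibition above about 40% at 20 µM, limit read from the data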;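 further: cells challenged with 10 nM apelin-13 agonist together with compound; plate controls were apelin-13 plus DMSO wells for no effect and DMSO wells lacking apelin-13 for full effect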
Target sequence (P35414 whole entry, looked up): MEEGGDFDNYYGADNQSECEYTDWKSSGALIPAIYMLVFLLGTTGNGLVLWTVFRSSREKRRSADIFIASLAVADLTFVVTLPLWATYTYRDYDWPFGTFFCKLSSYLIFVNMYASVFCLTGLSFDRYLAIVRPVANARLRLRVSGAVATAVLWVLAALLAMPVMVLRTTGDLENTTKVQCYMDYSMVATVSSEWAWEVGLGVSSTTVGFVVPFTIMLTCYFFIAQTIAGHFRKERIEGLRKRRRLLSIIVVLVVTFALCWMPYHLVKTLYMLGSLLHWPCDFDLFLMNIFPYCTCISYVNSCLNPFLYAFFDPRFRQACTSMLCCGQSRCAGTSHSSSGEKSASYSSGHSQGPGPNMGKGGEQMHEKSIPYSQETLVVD
CCR6 antagonist: blocks CCL20-driven beta-arrestin recruitment at human CCR6; P51684; CHO-K1 CCR6 PathHunter beta-arrestin, luminescence, CCL20-stimulated; inhibition, % at 20 µM; actives 0.49% (n = 340,000); AID 493098;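 active means compounds whose inhibition of the agonist-driven luminescence signal at 20 µM reaches about 50%, limit read from the data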;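 further: cells stimulated with CCL20 at 14 nM final; plate controls were DMSO with CCL20 for no effect and DMSO without agonist for full effect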
Target sequence (P51684 whole entry, looked up): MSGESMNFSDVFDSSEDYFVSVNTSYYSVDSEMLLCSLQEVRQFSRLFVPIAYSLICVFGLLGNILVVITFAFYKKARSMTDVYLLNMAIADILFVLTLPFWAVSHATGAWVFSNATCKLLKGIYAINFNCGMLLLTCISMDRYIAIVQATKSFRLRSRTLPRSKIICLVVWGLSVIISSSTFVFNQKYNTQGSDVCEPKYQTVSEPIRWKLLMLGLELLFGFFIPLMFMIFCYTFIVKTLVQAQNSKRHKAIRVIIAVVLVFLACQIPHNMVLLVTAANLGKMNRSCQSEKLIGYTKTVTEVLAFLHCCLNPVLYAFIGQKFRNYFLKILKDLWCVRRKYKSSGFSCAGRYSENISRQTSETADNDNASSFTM
Gli-Sufu block: Gli-Sufu pathway antagonism; actives 0.74% (n = 340,000); AID 588413; Sufu-KO-LIGHT fibroblasts, Gli luciferase reporter luminescence; inhibition, % at 5 µM;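 active means inhibition above about 55%, limit read from the data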;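 further: 0% = DMSO-treated cells and 100% = wells with medium but no cells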
697 NFkB inh: lowers PMA/ionomycin-induced NF-kB signal in 697 B cells. 697 B-cell NF-kB luciferase reporter, 16 h. inhibition, % at 4 µM. actives 0.33% (n = 330,000). AID 435022; in the data active means inhibition above about 35%
* = called active by the depositor; · = not tested or not shown.

SMILES | UBC13 inh | CXCR6 block | EBI2 block | Jurkat NFkB inh | APJ antagonist | CCR6 antagonist | Gli-Sufu block | 697 NFkB inh
C=C1CCN([C@H](C(=O)OCc2cccc(C)c2)C(C)C)S(=O)(=O)c2ccccc21 | -7 | -1 | 18 | -14 | -3 | 38 | 3 | -10
Cc1ccccc1C(=O)Nc1cccc(NC(=O)c2ccccc2[N+](=O)[O-])c1 | 0 | -3 | 6 | 8 | 2 | 11 | -3 | 13
CCOC(=O)C1=C(C)NC(=S)N(C(C)=O)C1c1ccccc1 (stereo unspecified) | 1 | 1 | -1 | 3 | 16 | 18 | 0 | 31
Cc1cccc(-c2nc(CS(=O)CC(=O)NC3CCCC3)c(C)o2)c1 (stereo unspecified) | · | 9 | 3 | · | · | -1 | -1 | ·
O=C(COC(=O)c1ccc(NS(=O)(=O)c2cccs2)cc1O)Nc1ccc(F)cc1 | -2 | -6 | 1 | 12 | 3 | 1 | 3 | -4
COc1ccccc1NC(=O)c1ccc(-c2nn(C)c(=O)c3ccccc23)cc1 | -5 | -14 | -4 | 7 | -4 | -7 | 4 | 23
CCOCC(=O)Nc1cc([N+](=O)[O-])ccc1C | 9 | 2 | -11 | 7 | -2 | -13 | 91* | 18
O=C(OCc1nnc(-c2ccccc2)o1)c1ccc2c(c1)OCCO2 | 6 | -8 | -8 | -13 | 5 | 17 | 8 | -6
COc1ccc(/C(O)=C2/C(=O)C(=O)N(CCN3CCOCC3)C2c2ccccn2)cc1 (stereo unspecified) | -8 | -6 | 0 | -5 | 0 | 10 | -21 | -18
C=CCN(c1ccccc1)S(=O)(=O)c1cccc(C(=O)NNC(=O)c2ccccc2O)c1 | -4 | 1 | 9 | 18 | 9 | 11 | -9 | -23
CCN1CCN(CCC(=O)Nc2ccc(Br)cc2)CC1 | 1 | -4 | -5 | -5 | -11 | 10 | 6 | 1
COc1ccc2[nH]c3c(=O)n(Cc4ccco4)cnc3c2c1 | 15 | -11 | -10 | -15 | 12 | 11 | -26 | 28
CN(C)/C=C(/C(=O)c1ccc(Cl)cc1)S(=O)(=O)c1ccccc1 | -13 | -2 | -30 | -5 | -18 | -11 | 0 | -38
O=C(C1CCCN(S(=O)(=O)c2ccccc2[N+](=O)[O-])C1)N1CCN(c2ccccc2)CC1 (stereo unspecified) | -3 | -2 | -4 | -2 | -8 | 10 | 16 | -35
CCOc1ccc2c(c1)-c1c(ssc1=S)C(C)(C)N2 | -10 | 21 | 7 | -13 | 16 | 36 | 2 | -15
Cc1ccccc1NC(=S)N(CCCN1CCC(C)CC1)Cc1ccco1 | 2 | 1 | -2 | -7 | 6 | 20 | 7 | -5
C#Cc1ccc([C@@H]2C=C(C(=O)Nc3ccccc3)O[C@H](OCC)[C@H]2CCCO)cc1 | 5 | 4 | 12 | 12 | 17 | 10 | 7 | -5
O=C(CCC(=O)N1CCOc2ccccc21)N1CCOCC1 | -5 | 7 | 1 | -13 | 6 | -1 | -1 | -3
O=C(COC(=O)c1cccnc1Cl)NC12CC3CC(CC(C3)C1)C2 | -4 | 4 | 6 | -1 | -10 | 5 | 4 | 0
COc1ccc(NC(=O)c2ccccc2NC(=O)c2cccs2)cc1 | 1 | -4 | -15 | -14 | 7 | 9 | -9 | 8
Cc1oc(-c2ccc(F)cc2)nc1CN(Cc1ccccn1)CC1CCCO1 (stereo unspecified) | 3 | 11 | 3 | 6 | 23 | 17 | 13 | 9
Cc1cc(NCCCCO)n2c(nc3ccccc32)c1C#N | 5 | -1 | -1 | 1 | 6 | 13 | 42 | -19
Cc1c(C(=O)O)cccc1-n1c(C)cc(/C=C(/C#N)C(=O)NCc2ccccc2)c1C | -4 | -2 | -1 | 8 | -25 | 5 | 4 | 18
COC(=O)CSc1nc(N)c(C#N)c(CC(C)C)c1C#N | 6 | -4 | 7 | -2 | -10 | 6 | -1 | 8
COc1cc2c(cc1NC(=O)c1cccc(Br)c1)CCCC2 | 3 | -9 | 9 | -5 | 8 | 17 | 11 | -1
CN(/N=C/c1ccccc1Cl)c1ncc(Cl)cc1C(F)(F)F | -2 | 0 | -9 | 11 | 8 | 19 | 7 | -11
O=C(Cc1ccc(Cl)cc1)Nc1ccccc1C(=O)N1CCCCC1 | 1 | -14 | 3 | 2 | 4 | 8 | -8 | 14
O=C(Nc1ccc(Br)cc1)C1OCCc2ccccc21 (stereo unspecified) | 17 | 4 | -11 | -15 | 2 | 12 | 0 | -7
CCCNC(=O)c1c[nH]c2ccc(S(=O)(=O)N(C)c3ccc(OCC)cc3)cc2c1=O | -4 | · | · | 17 | -17 | -27 | 3 | -33
COc1ccc(C2C(C(=O)Nc3ccccc3OC)=C(C)Nc3nnnn32)c(OC)c1 (stereo unspecified) | 5 | 2 | -6 | 11 | 1 | 10 | 0 | 11
Cc1ccc(S(=O)(=O)N(Cc2cc3cc4c(cc3[nH]c2=O)OCCO4)CC2CCCO2)cc1 (stereo unspecified) | 13 | 0 | -8 | -12 | 12 | 2 | 0 | -19
Cc1ccccc1CSCCC(=O)NCCc1ccccc1 | -8 | 5 | 12 | 0 | 9 | 11 | 21 | 6
CC(=O)N1CCc2cc(S(=O)(=O)NCCC(=O)NCCc3ccc(Cl)cc3)ccc21 | -1 | -4 | 10 | 18 | 5 | 0 | 30 | -8
COc1ccc(NC(=O)C(c2ccc(Cl)cc2)C(C)C)cn1 (stereo unspecified) | -9 | 18 | -11 | 1 | 13 | 10 | -7 | -2
COc1cccc(C2c3c(-c4cc(Cl)c(C)cc4O)n[nH]c3C(=O)N2Cc2cccnc2)c1 (stereo unspecified) | 7 | -1 | 18 | -5 | -5 | 5 | -29 | 9
CCc1cccc(C)c1NC(=O)C1CN(S(=O)(=O)c2ccccc2)CCN1S(=O)(=O)c1ccccc1 (stereo unspecified) | -5 | 2 | 10 | -8 | -1 | 5 | 6 | 6
C[C@H]1C=C(C(=O)NC2CC2)O[C@@H](OCc2ccc(CO)cc2)C1 | 0 | 5 | -9 | -15 | -1 | 1 | 11 | -10
O=C(COc1cccnc1[N+](=O)[O-])Nc1ccc(S(=O)(=O)N2CCOCC2)cc1 | 6 | 7 | -8 | -3 | -12 | 6 | -3 | 12
Clc1ncnc2scc(-c3ccccc3)c12 | -3 | 0 | -4 | -4 | 10 | -1 | 6 | -47
CN=C1SC(CC(=O)Nc2cc(Cl)ccc2Cl)C(=O)N1C (stereo unspecified) | 5 | 3 | 0 | -9 | 9 | 13 | 1 | 6

Compounds above that have a thiophene ring, fused or not, in the order listed:
SMILES | UBC13 inh | CXCR6 block | EBI2 block | Jurkat NFkB inh | APJ antagonist | CCR6 antagonist | Gli-Sufu block | 697 NFkB inh
O=C(COC(=O)c1ccc(NS(=O)(=O)c2cccs2)cc1O)Nc1ccc(F)cc1 | -2 | -6 | 1 | 12 | 3 | 1 | 3 | -4
COc1ccc(NC(=O)c2ccccc2NC(=O)c2cccs2)cc1 | 1 | -4 | -15 | -14 | 7 | 9 | -9 | 8
Clc1ncnc2scc(-c3ccccc3)c12 | -3 | 0 | -4 | -4 | 10 | -1 | 6 | -47

Continuation:
SMILES | UBC13 inh | CXCR6 block | EBI2 block | Jurkat NFkB inh | APJ antagonist | CCR6 antagonist | Gli-Sufu block | 697 NFkB inh
O=C(CSc1nnnn1-c1ccccc1)NCCCN1CCCC1=O | 2 | -7 | 6 | 2 | 2 | 9 | 5 | 0
COC(=O)c1sc(NC(=O)COC(=O)C2CCC2)c(C(=O)OC)c1C | 4 | -9 | 2 | 5 | 0 | 10 | -5 | 9
Cc1ccc2c(c1)C(=O)C(=O)N2CC1COc2ccccc2O1 (stereo unspecified) | -3 | 19 | -6 | -17 | 16 | 27 | · | -4
CCN(CC)S(=O)(=O)c1ccc2[nH]cc(C(=O)NCCC3=CCCCC3)c(=O)c2c1 | 10 | -25 | 28 | 7 | -28 | -1 | -2 | -57
O=C(OCc1ccc(Cl)cc1)c1ccccc1C(=O)c1ccccc1 | 6 | -6 | 19 | 4 | 1 | 27 | -2 | -8
Cc1ccc(N2CC(C(=O)Nc3ccccc3C(=O)N3CCOCC3)CC2=O)cc1 (stereo unspecified) | 6 | -3 | -13 | 1 | 21 | 6 | -2 | 16
Cc1ccccc1NC(=O)COC(=O)Cc1ccsc1 | -3 | -5 | 9 | 8 | 2 | 3 | -5 | -4
CCS(=O)(=O)N1Cc2ccccc2CC1C(=O)Nc1cccc(C)c1 (stereo unspecified) | 8 | 1 | 6 | -23 | -8 | 8 | -108 | -33
CCOC(=O)C1CCN(C(=O)CCc2nnc3ccc(NCCCN4CCCC4=O)nn23)CC1 | 0 | 3 | 8 | 1 | 5 | 4 | 1 | 4
CCCc1nc2c(sc3nc4c(cc32)COC(C)(C)C4)c(=O)n1Cc1ccco1 | 3 | -1 | 18 | -6 | 19 | 19 | 23 | -7
C/C(=N\NC(N)=S)c1ccccc1 | 14 | 4 | -5 | -2 | 0 | 6 | 2 | -7
Cc1cccc(C(=O)Nc2c(C#N)c(C)c(C)n2Cc2ccccc2)c1 | 0 | 6 | 6 | 6 | -4 | 25 | 3 | 10
COc1ccc2c(c1)[C@@H]1[C@H](CO2)[C@H](c2ccccc2)[C@]2(C)C(=O)Nc3ccc(C)cc3C(=O)N12 | -18 | 12 | 13 | -21 | 6 | 2 | 1 | -27
CCN(CC)CCNC(=O)c1cc2c(=O)n(CC)c3ccccc3c2s1 | 57* | 2 | -1 | -66 | 8 | 13 | 43 | -5
CCN(CC(=O)Nc1ccc([N+](=O)[O-])cc1OC)c1ccccc1 | 1 | 2 | 8 | -26 | -16 | 5 | 8 | -2
Cc1cc(-c2n[nH]c(=S)n2/N=C/c2ccc(C)s2)n[nH]1 | -6 | 8 | 0 | -1 | -7 | 12 | -3 | -10
CN(C)NC(=O)c1ccsc1NC(=O)c1ccc(S(=O)(=O)N2CCCC2)cc1 | -13 | 4 | -5 | -7 | -20 | 14 | -3 | -3

Ordered by value in 697 NFkB inh (ascending): some entries from above.
| Molecule | 697 NFkB inh |
| --- | --- |
| CCN(CC)S(=O)(=O)c1ccc2[nH]cc(C(=O)NCCC3=CCCCC3)c(=O)c2c1 | -57 |
| CCS(=O)(=O)N1Cc2ccccc2CC1C(=O)Nc1cccc(C)c1 (stereo unspecified) | -33 |
| Cc1cc(-c2n[nH]c(=S)n2/N=C/c2ccc(C)s2)n[nH]1 | -10 |
| COC(=O)c1sc(NC(=O)COC(=O)C2CCC2)c(C(=O)OC)c1C | 9 |
| Cc1ccc(N2CC(C(=O)Nc3ccccc3C(=O)N3CCOCC3)CC2=O)cc1 (stereo unspecified) | 16 |

Bioassay records deposited in PubChem by Sanford-Burnham Center for Chemical Genomics.
